High-throughput results (PubChem BioAssay)
TRPC4 inh – inhibitors of mouse TRPC4 channel, primary screen, Fluo4 calcium, HEK293 TRPC4beta/mu-opioid cells; DAMGO-evoked Fluo4 calcium flux; stronger effect = lower value; B-score at 10 µM; 300,000 tested, 0.39% active; AID 2247, 2010;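 active = B-score over 3 SD under the library average, no early fluorescence shift, positive overall ratio signal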
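material = TRPC4beta/mu-opioid receptor HEK293 cell line | probe or stimulus = sequential submaximal and maximal DAMGO stimulation | compound dosing = one concentration per compound | measured by = Fluo4 Ca2+ flux fluorescence | evaluation = integrated fluorescence ratio relative to baseline, converted to per-well B score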
SKKanGAS inh – S. pyogenes SKKanGAS growth inhibitors in kanamycin, primary screen, streptokinase expression inhibitor project, SKKanGAS strain, BacTiter-Glo luminescence | 6 h | inhibition, % at 7.5 µM | 300,000 tested, 1.3% active | AID 1662, 2009;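 active = mean replicate score, as percent of positive control median, at least 50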;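 note: strain carries kanamycin resistance gene driven by streptokinase promoter and grows in 40 µg/ml kanamycin; loss of luminescence reflects streptokinase promoter inhibition or plain growth inhibition; 0% = median of DMSO wells and 100% = positive control at its reference dose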
MrgX1 ag – agonists of human MrgX1 receptor, primary screen, HEK293 cells, Fluo-4 calcium flux; Mas-related G-protein coupled receptor member X1 (Homo sapiens), Q96LB2; Fluo-4 calcium fluorescence, agonist mode; stronger effect = higher value; B-score at 10 µM; AID 588627, 2011; 310,000 tested, 0.44% active;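 active = calcium response B-score plate-corrected fluorescence ratio at least 3 library SD, with starting fluorescence B-score inside 5 SD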
Target sequence (Q96LB2 whole entry, looked up): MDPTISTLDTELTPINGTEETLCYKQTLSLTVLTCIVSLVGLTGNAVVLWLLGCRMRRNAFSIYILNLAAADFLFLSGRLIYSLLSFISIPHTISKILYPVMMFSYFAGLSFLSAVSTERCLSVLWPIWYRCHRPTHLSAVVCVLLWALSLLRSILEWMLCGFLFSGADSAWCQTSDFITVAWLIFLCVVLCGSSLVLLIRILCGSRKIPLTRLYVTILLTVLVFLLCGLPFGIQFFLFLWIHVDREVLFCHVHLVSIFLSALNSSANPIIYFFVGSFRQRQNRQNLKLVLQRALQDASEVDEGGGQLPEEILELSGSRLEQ
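System: HEK293 cells stably expressing human MrgX1 receptor; Dosing: test compound in the initial addition of three; Schedule: overnight plating, then 30 min 37 °C plus 30 min room-temperature dye loading; Detection: kinetic calcium dye fluorescence, Fluo-4 NW; Controls: per-plate positive and negative controls for Z′ factor.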
RGS4 act – RGS4 potentiators or activators, primary screen, cell-based, HEK293 M3R inducible RGS4, calcium flux | 310,000 tested, 0.92% active | B-score at 10 µM | carbachol calcium flux Fluo4; stronger effect = lower value | AID 463111, 2010;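 active = B-score of the integrated calcium signal more than 4 SD below the library mean, with starting fluorescence not abnormally high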;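 note: negative B-score means reduced calcium response which marks RGS4 activation or potentiation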
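test system = HEK293 cells with stable M3R and inducible RGS4 | schedule = recording 10 s baseline at 1 Hz, 100 s post-agonist | technique = Fluo4-AM (2 µM) calcium-flux fluorescence, kinetic read | measure = Agonist-evoked peak-minus-minimum fluorescence over baseline, integrated ratio, B score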
RGS4 block – RGS4 inhibitors, primary screen, cell-based, HEK293 M3R inducible RGS4, calcium flux; B-score at 10 µM; 310,000 tested, 0.45% active; Regulator of G-protein signaling 4 (Homo sapiens), P49798; Fluo-4 calcium flux; stronger effect = higher value; triggered by carbachol at its EC20;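 active = B-score, a plate-corrected calcium signal, over three deviations above library mean, with baseline fluorescence within five deviations of library mean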;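 note: RGS4 expression induced by doxycycline in cells with stable M3 receptor; B-score is computed from the integrated fluorescence ratio over baseline after carbachol; higher B-score means a larger calcium signal and so more RGS4 inhibition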
Target sequence (P49798 whole entry, looked up): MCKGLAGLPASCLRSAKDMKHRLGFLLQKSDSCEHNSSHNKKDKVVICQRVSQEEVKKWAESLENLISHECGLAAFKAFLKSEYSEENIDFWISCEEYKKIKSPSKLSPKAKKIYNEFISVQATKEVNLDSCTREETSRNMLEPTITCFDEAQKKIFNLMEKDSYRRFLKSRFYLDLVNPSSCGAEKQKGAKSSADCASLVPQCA
Platelet DG rel – inhibitors of platelet dense granule secretion, primary screen, cell-based, MLPCN, human platelets; 300,000 tested, 0.22% active; human platelet-rich plasma, SFLLRN dense granule ATP release, luminescence; inhibition, %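 (compounds screened at 7.5 µM in platelet-rich plasma)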;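 active = mean replicate score, as percent of positive control, at or above 50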
TRPC6 inh – mouse TRPC6 channel inhibitors, primary screen, cell-based, HEK293, membrane potential dye; Short transient receptor potential channel 6 (Mus musculus), Q61143; ACh-evoked depolarization; stronger effect = lower value; B-score at 10 µM; 310,000 tested, 1.1% active; AID 2553, 2010;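 active = B-score under library mean minus 3 SD, initial fluorescence not abnormally high, positive integrated signal ratio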;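 note: B-score derived from integrated fluorescence ratio over the kinetic read; more negative B-score means stronger inhibition of depolarization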
MrgX1 allo act – positive allosteric modulators of MrgX1, primary screen, HEK293 cells, Fluo-4 calcium flux; FDSS; stronger effect = higher value; 310,000 tested, 0.63% active; B-score at 10 µM;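 active = plate-corrected calcium response at least 3 library SD above typical, normal starting fluorescence, not activating the receptor alone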;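 note: compound read alongside a low EC10 to EC30 dose of BAM8-22 agonist; peak minus trough fluorescence over baseline measured at the second addition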
HIF act – HIF pathway transcriptional activators, primary screen, cell-based, U2OS HRE-luciferase, luminescence; U2OS HRE-luciferase reporter; normalized: DMSO 0%, desferrioxamine 100%; activation, % at 7.5 µM (by protocol); 300,000 tested, 0.32% active; AID 1910, 2009;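 active = mean activation of at least 10% of the iron chelator positive control signal, with at least half of replicates also reaching 10%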
TRPC6 act – mouse TRPC6 channel activators, primary screen, cell-based, HEK293, membrane potential dye. 310,000 tested, 0.13% active. HEK293-TRPC6 membrane potential dye fluorescence; stronger effect = higher value. B-score at 10 µM. Short transient receptor potential channel 6 (Mus musculus), Q61143;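 active = B-score of the integrated fluorescence ratio above library mean plus 3 SD, and starting fluorescence ratio within library mean plus 5 SD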;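 note: higher score means more depolarization so channel activation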
MrgX1 antagonist – antagonists of human MrgX1 receptor, primary screen, HEK293 cells, Fluo-4 calcium flux | B-score at 10 µM | BAM8-22 antagonism; stronger effect = lower value | 310,000 tested, 1.3% active | Mas-related G-protein coupled receptor member X1 (Homo sapiens), Q96LB2 | AID 588676, 2011;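 active = calcium-response B-score plate-corrected more than 3 library SD below zero, starting fluorescence within 5 deviations, no agonist response on first addition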;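 note: peak minus trough fluorescence over baseline after final BAM8-22 challenge near maximal dose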
Numbers without * were called inactive; i = inactive; / = no result given.

SMILES	TRPC4 inh	SKKanGAS inh	MrgX1 ag	RGS4 act	RGS4 block	Platelet DG rel	TRPC6 inh	MrgX1 allo act	HIF act	TRPC6 act	MrgX1 antagonist
COc1ccccc1-n1c(SCC(=O)Nc2cc(C)on2)nc2c(c1=O)SCC2	i	-1	i	i	i	6	i	i	-0.6	i	i
CCC(=O)N1CCN(c2ccccc2NC(=O)Cc2ccc(Cl)cc2)CC1	i	0	i	i	i	2	i	i	0.0	i	i
CCOC(=O)NN1C(=O)c2ccccc2NC1c1ccccn1 (centres undefined)	i	-12	i	i	i	2	i	i	0.5	i	i
Cc1ccc(CNc2ccc3c(c2)ncn3C(C)(C)C)cc1	i	40	i	i	i	-19	-6.8*	i	2.7	i	i
C/C=C/c1ccc(OC)c(OC(C)=O)c1	i	1	i	i	i	6	i	i	-0.2	i	i
CCOC(=O)Cc1csc(NC(=O)Cc2ccc(Br)cc2)n1	i	14	i	i	i	10	i	i	-1.0	i	i
CN(C)c1ccc(CN(C(=O)c2ccco2)C2CCS(=O)(=O)C2)cc1 (centres undefined)	i	1	i	i	i	7	i	i	-0.5	i	i
CCOC(=O)N/N=C\c1ccc(OC(=O)c2ccco2)cc1	i	2	i	i	i	-1	i	i	0.2	i	i
CC1CCc2cc(F)ccc2N1C(=O)c1cnc2sccn2c1=O (centres undefined)	i	-5	i	i	i	-2	i	i	0.3	i	i
Cc1ccccc1CNc1nnnn1C	i	-1	i	i	i	-7	i	i	0.2	i	i
CC(C)(C)SCCNS(=O)(=O)c1ccc(C#N)cc1	i	1	i	i	i	-1	i	i	-0.3	i	i
CC(C)(C)NC(=O)c1ccccc1-c1nc(-c2ccccc2Cl)no1	i	2	i	i	i	-5	i	i	0.4	i	i
COc1ccc(S(=O)(=O)CCC(=O)N2CCN(c3ccc(C(C)=O)cc3)CC2)cc1	i	-2	i	i	i	1	i	i	/	i	i
COC(=O)C(C)N(C(=O)c1ccc(C(=O)c2ccccc2)cc1)c1c(C)cccc1C (centres undefined)	i	-15	i	i	i	-16	i	i	-0.3	i	i
O=C(NCCN1CCOCC1)C(Sc1ccccc1)c1ccccc1 (centres undefined)	i	-4	i	i	i	10	i	i	-0.5	i	i
CCN1CCN(C(CNS(=O)(=O)c2ccc(Br)cc2)c2cccnc2)CC1 (centres undefined)	i	4	i	i	i	-7	i	i	-0.1	i	i
CCN(CC)S(=O)(=O)c1cccc(C(=O)N/N=C/c2cccc(O)c2O)c1	i	10	i	i	i	2	i	i	7.0	i	i
CCOC(=O)C1CCN(C(=S)Nc2ccc(S(N)(=O)=O)cc2)CC1	i	-2	i	i	i	-4	i	i	-0.6	i	i
CCc1ccccc1NC(=O)c1cc(-c2ccc(OC)cc2)on1	i	2	i	i	i	16	i	i	1.2	i	i
COc1ccc(N(CCC#N)S(=O)(=O)c2cccc3nsnc23)cc1	i	7	i	i	i	1	i	i	-0.1	i	i

The results go on:
SMILES	TRPC4 inh	SKKanGAS inh	MrgX1 ag	RGS4 act	RGS4 block	Platelet DG rel	TRPC6 inh	MrgX1 allo act	HIF act	TRPC6 act	MrgX1 antagonist
Cc1ccc(-n2nc3c(c2NC(=O)c2cccs2)CS(=O)(=O)C3)c(C)c1	i	1	i	i	i	1	i	i	0.7	i	i
CN(Cc1nccn1C)C(=O)C1CCC(=O)N(CCc2ccc(Cl)cc2)C1 (centres undefined)	i	0	i	i	i	2	i	i	-0.3	i	i
c1ccc(CNc2c3c(nc4ncnn24)CCC3)cc1	i	1	i	i	i	4	i	i	0.1	i	i
NS(=O)(=O)c1ccc(NC(=O)Nc2ccc(S(N)(=O)=O)cc2)cc1	i	-3	i	i	i	8	i	i	1.0	i	i
CC(C)(C)N1C(=O)c2ccc(C(=O)Nc3ccc(O)cc3)cc2C1=O	i	-3	i	i	i	-4	i	i	3.7	i	i
C=CCn1c2ccccc2c2nnc(SCC(N)=O)nc21	i	3	i	i	i	2	i	i	-9.8	i	i
c1ccc2oc(-c3ccc(Nc4nc(N5CCCC5)nc(N5CCOCC5)n4)cc3)nc2c1	i	34	i	i	i	-3	i	i	0.2	i	i
CCCCC1=NN(C(=O)c2ccco2)C(O)(C(F)(F)F)C1 (centres undefined)	i	14	i	i	i	0	i	i	1.9	i	i
Cc1cccc(S(=O)(=O)Nc2ccc(-c3ccc4nncn4n3)cc2)c1	i	/	i	i	i	-2	i	i	0.0	i	i
CC(=O)c1ccc(NC(=S)NN2C(C)CCCC2C)cc1 (centres undefined)	i	-15	i	i	i	22	i	i	-0.3	i	i
CN(CC(=O)Nc1cccc(F)c1)C(=O)c1ccc(-c2ccc(Cl)cc2)o1	i	5	i	i	i	-2	i	i	1.1	i	i
CCOC(=O)c1ccc(C(=S)N2CCCC2)cc1	i	-4	/	i	i	-2	i	/	0.2	i	/
CCOc1ccc(N2C(=O)Nc3ccccc3C2(O)C(=O)NCc2ccc(OC)cc2)cc1 (centres undefined)	i	-3	i	i	i	-1	i	i	-0.8	i	i
COc1ccc(N2CCN(C(=O)CC(C)S(=O)(=O)c3ccc4c(c3)NC(=O)CO4)CC2)cc1 (centres undefined)	i	2	i	i	i	-5	i	i	-0.8	i	i
COc1ccc(NC(=O)CCn2cccc2)c(OC)c1	i	/	i	i	i	13	i	i	0.5	i	i
CCCNC(=O)Nc1cc(C)on1	i	2	i	i	i	-2	i	i	-9.3	i	i
Cc1ccc(CNC(=O)CN(C)S(=O)(=O)c2cccc3nsnc23)cc1	i	-7	i	i	i	0	i	i	-0.5	i	i
O=C(N/N=C/c1cccc([N+](=O)[O-])c1)c1cc(-c2ccc3c(c2)OCO3)n[nH]1	i	-13	i	i	i	-20	i	i	0.5	i	i
CCCc1cc(=O)[nH]c(SCC(=O)NC2CCCCC2)n1	i	-9	i	i	i	-10	i	i	0.1	i	i
CCN1CCN(c2ccc(NC(=O)c3ccc(Cl)c(N4CCCC4=O)c3)cc2)CC1	i	0	i	i	i	-3	i	i	0.8	i	i

The results go on.
SMILES	TRPC4 inh	SKKanGAS inh	MrgX1 ag	RGS4 act	RGS4 block	Platelet DG rel	TRPC6 inh	MrgX1 allo act	HIF act	TRPC6 act	MrgX1 antagonist
O=C(Cn1ncc2c(=O)oc3ccccc3c21)N1CCN(c2ccccn2)CC1	i	-3	i	i	i	-1	i	i	-0.3	i	i
COc1ccc(-c2nnc(SCCC(=O)O)n2C)cc1OC	i	-6	i	i	i	-21	i	i	0.0	i	i
O=C1CC(c2ccncc2)c2cc3c(cc2N1)OCCO3 (centres undefined)	i	5	i	i	i	0	i	i	-0.7	i	i
CCCCNc1c(-c2ccc(OC)c(SC3CCCCC3)c2)nc2cc(C)ccn12	i	72*	i	i	i	8	i	i	-5.1	i	i
COC(=O)C1=C(C)N(C)C(=O)NC1c1cc(Cl)cc(Cl)c1OC (centres undefined)	i	5	i	i	i	-1	i	i	/	i	i
CCOc1ccc(NC(=O)Nc2nc(SCC)ns2)cc1	i	-3	i	i	i	-6	i	i	-0.1	i	-6.3*
COc1ccc(NC(=O)CN2c3cccc4cccc(c34)S2(=O)=O)cc1	i	2	i	i	i	8	i	i	0.4	i	i
O=C(CCn1cccc(C(F)(F)F)c1=O)Nc1cccc(C(F)(F)F)c1	i	0	i	i	i	6	i	i	-0.2	i	i
O=C(CNC(=O)COc1ccccc1)NCc1ccccc1F	i	4	i	i	i	8	i	i	0.6	i	i
O=C(Nc1ccc(O)c(-c2nc3ccccc3s2)c1)c1cc(=O)c2ccccc2o1	i	-4	i	i	i	12	i	i	0.0	i	i
CCC(C)N(C)C1CCN(C(=S)Nc2cccc(SC)c2)CC1 (centres undefined)	i	2	i	i	i	1	i	i	-1.0	i	i
O=C1CN(C(=O)c2ccc(Cl)c([N+](=O)[O-])c2)c2ccccc2N1	i	-1	i	i	i	-5	i	i	0.7	i	i
CCC(=O)Nc1nnc(C(C)(C)C)s1	i	-1	i	i	i	4	i	i	-0.4	i	i
COc1ccc(C2=NC(c3ccccc3)CO2)cc1 (centres undefined)	i	1	i	i	i	3	i	i	5.2	i	i
CCOC(=O)C1CCN(C(=O)Cc2c(C(=O)O)n(CC)c3ccccc23)CC1	i	0	i	i	i	5	i	i	-0.2	i	i
CNC(=O)CCN(Cc1ccco1)S(=O)(=O)c1ccc(OC)c(OC)c1	i	-13	i	i	i	-11	i	i	0.1	i	i
CCc1nnc(NC(=O)c2nc3nc(C)cc(C)n3n2)s1	i	0	i	i	i	0	-5.5*	i	-0.1	i	i
O=C(Nc1nccs1)c1ccc(Cl)s1	i	5	i	i	i	3	i	i	/	i	i
CC(C)Oc1cccc(C(=O)C2CCCN(Cc3cnc(N4CCOCC4)s3)C2)c1 (centres undefined)	i	1	i	i	i	4	i	i	-0.2	i	i
Cc1cc(/C=C2/C(=N)N3C(=NC2=O)SN=C3S(C)(=O)=O)c(C)n1-c1ccccc1	i	36	i	i	i	2	i	12*	1.1	i	i
